RAD54 inh – RAD54 (human) branch migration inhibition; AID 602329; inhibition, % at 10.4 µM; 0.14% of 360,000 active; RAD54 Holliday junction branch migration, FAM/BHQ fluorescence; Q92698;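 active means mean normalized replicate activity at least 40 and at least half of replicates scoring 40 or more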;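 further: 0% = median of neutral control wells and 100% = median of positive control wells; inhibitors cause a drop in the FAM fluorescence signal; in these data hits start at about 50%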
Target sequence (Q92698 whole entry, looked up): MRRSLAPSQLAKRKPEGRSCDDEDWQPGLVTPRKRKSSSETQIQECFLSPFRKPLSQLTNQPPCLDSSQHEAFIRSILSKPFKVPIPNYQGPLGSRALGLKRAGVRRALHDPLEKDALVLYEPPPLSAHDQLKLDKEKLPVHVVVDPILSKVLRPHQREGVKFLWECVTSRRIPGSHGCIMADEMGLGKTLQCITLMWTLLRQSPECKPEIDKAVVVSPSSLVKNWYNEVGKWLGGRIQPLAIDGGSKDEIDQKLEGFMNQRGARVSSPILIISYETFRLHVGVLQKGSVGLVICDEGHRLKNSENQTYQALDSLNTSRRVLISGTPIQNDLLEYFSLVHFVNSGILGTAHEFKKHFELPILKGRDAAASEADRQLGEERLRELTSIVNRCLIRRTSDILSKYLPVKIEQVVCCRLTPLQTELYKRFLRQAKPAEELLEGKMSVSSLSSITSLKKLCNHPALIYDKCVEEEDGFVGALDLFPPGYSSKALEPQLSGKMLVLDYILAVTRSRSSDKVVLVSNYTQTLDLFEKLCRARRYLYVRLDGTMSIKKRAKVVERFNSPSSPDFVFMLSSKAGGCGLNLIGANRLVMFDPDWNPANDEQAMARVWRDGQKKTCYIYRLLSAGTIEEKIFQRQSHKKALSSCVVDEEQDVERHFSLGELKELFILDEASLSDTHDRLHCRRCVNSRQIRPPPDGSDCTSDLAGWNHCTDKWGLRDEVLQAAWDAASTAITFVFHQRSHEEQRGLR
ARNT-TACC3 inh – disruptors of human ARNT/TACC3 interaction; Q9Y6A5; AlphaScreen His-ARNT PAS-B/GST-TACC3 binding, luminescence; TACC3 fragment carries E629A point mutation; inhibition, % at 9.99 µM; 0.66% of 390,000 active; AID 623870;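 active means mean inhibition of replicates at least 50% and at least half of replicates each reaching 50%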;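 further: 0% = complete ARNT plus TACC3 wells and 100% = ARNT alone without TACC3; many hits fall short of the cut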
PglD inh – blocks C. jejuni PglD acetyltransferase activity. purified PglD enzyme, DTNB colorimetric CoA detection. 0.098% of 360,000 active. inhibition, % at 12.5 µM; in the data active means inhibition above about 16%, passing the limit was not always enough; further: strong numbers were not always called active
Numbers without * were called inactive.

SMILES	RAD54 inh	ARNT-TACC3 inh	PglD inh
O=C(CN1CCCCC1)N1c2ccccc2Sc2ccc(C(F)(F)F)cc21	-8	-2	-1
Cc1ccc(NC(=O)c2cnc(SCC(=O)c3ccccc3)n(C)c2=O)cc1	5	1	-3
COC(=O)C(CC(=O)c1ccc(Cl)cc1)c1ccc(C)cc1 (centres undefined)	0	-9	-2
CC(C)(C)c1nnc(NC(=O)CN2C(=O)C3C4C=CC(C4)C3C2=O)s1 (centres undefined)	-5	-5	-1
COc1ccccc1NC(=O)Cc1c(F)cccc1Cl	-15	1	-1
O=c1c(Cl)c(N2CCCCC2)cnn1-c1nc2ccccc2[nH]1	-15	-3	-2
O=C(Nc1ccc(N2CCCC2)c(Cl)c1)c1ccc2c(c1)OCCO2	-3	1	0
CSC1=NCCN1C(=O)c1c(F)cccc1F	11	0	-2
COC(=O)C1=NN(C(=O)c2cccc(Cl)c2)C(O)(C(C)(C)C)C1 (centres undefined)	-21	4	5
CCOc1cc(-c2c(C#N)c(=O)[nH]c3c2c(C)nn3-c2ccc(F)cc2)ccc1O	-3	-12	4
Cc1cc(-n2c(C)cc(C(=O)COC(=O)CN=C3NS(=O)(=O)c4ccccc43)c2C)no1	4	4	-12
CS(=O)(=O)N(CC(=O)N1CCN(c2ccccc2)CC1)c1cccc(Br)c1	-4	3	-5
CC(C)Oc1ccc2c(c1)OC(c1ccccc1)(C(F)(F)F)NC2=O (centres undefined)	-3	-3	0
CC(=O)Nc1ccc(NC(=O)c2cccc(C(=O)OC(C)C)n2)cc1	-1	0	-4
COC(=O)CSc1nnc(C)n1-c1ccc(C)cc1	-1	1	-5
CN(C)c1ccc(N/C=C/C(=O)c2ccccc2)cc1	-1	11	2
O=C(C1CCN(S(=O)(=O)N2CCC3(CC2)OCCO3)CC1)N1CCCCC1	0	-8	20
CCN1C(=O)c2cccc3c(S(=O)(=O)Nc4ccc(OC)cc4OC)ccc1c23	-3	24	-1
COc1ccccc1C1C(C#N)=C(N)Oc2cc(C)n(CCCn3ccnc3)c(=O)c21 (centres undefined)	2	7	-5
CCc1nnc(NC(=O)c2ccc(-c3cc(C(F)(F)F)ccc3Cl)o2)s1	3	-3	-9
CNc1nc(NC)nc(-n2c(C(F)(F)F)nc3ccccc32)n1	9	-2	1
Cc1ccc(C)c(NC(=O)C(Sc2ncnc3ccccc23)c2ccccc2)c1 (centres undefined)	5	-1	1
COc1ccc(Cl)cc1NC(=S)NCc1ccccn1	-1	0	-4
O=C(Nc1cn(-c2ccccc2)nc1-c1ccc(Cl)cc1)c1ccccc1	-3	-12	2
COc1ccc(C(C)=O)cc1CSc1nnc(C)n1-c1ccccc1	-12	-6	-8
SMILES	RAD54 inh	ARNT-TACC3 inh	PglD inh
O=C(N/N=C/C=C\c1ccccc1[N+](=O)[O-])c1cc(-c2ccccc2)nc2ccccc12	8	18	-2
Cn1c(C(=O)NCC2CCCO2)cc2c(=O)n3ccccc3nc21 (centres undefined)	-2	0	-3
COC(=O)C1=C(C)N(Cc2ccco2)C(=O)/C1=C\c1ccc(N(C)C)cc1	-2	2	-1
O=S(=O)(N/N=C/c1ccc(Cl)cc1)c1ccc(Cc2ncc(C(F)(F)F)cc2Cl)s1	-4	-3	-7
O=C(C[n+]1ccccc1)Nc1cc(C(F)(F)F)ccc1Cl	-9	1	-1
O=[N+]([O-])c1ccc(-c2csc(N3CCc4ccccc4C3)n2)cc1	0	-5	-2
Cc1cc(C)cc(NC(=O)CSCc2cnn(-c3ccccc3)c2-n2cccc2)c1	0	1	-8
COC(=O)c1cc(-c2ccccc2)on1	6	-5	0
Cc1cc(NC(=O)CCN2CCC(C(N)=O)CC2)ccc1Br	3	-5	1
N/C(=N\OC(=O)C1CCCCC1)c1ccccn1	-25	-4	-3
CCc1ccc(Sc2cc(C(=O)NCCN3CCOCC3)c3ccccc3n2)cc1	5	2	1
Cc1ccc(Cn2nnnc2CN2CCC(NC(=O)c3ccccc3F)CC2)cc1	1	-5	-1
Cc1c(Br)c([N+](=O)[O-])nn1CC(=O)NCc1cccs1	5	-3	1
Cc1cccc(-c2nnc(SCC#N)n2Cc2ccccc2)c1	2	16	-3
CCN(CC)S(=O)(=O)c1ccc(N(C)Cc2cccnc2)nc1	1	-2	1
Cc1[nH]n(-c2ccc([N+](=O)[O-])cc2)c(=O)c1C=NCCN1CCN(C(=O)c2ccc(Br)cc2)CC1	2	19	2
CCc1nnc(NC(=O)[C@@H](NC(=O)c2cccc(S(=O)(=O)N(CC)CC)c2)C(C)C)s1	-3	-3	1
N/C(=N\OC(=O)c1ccccc1[N+](=O)[O-])c1cccnc1	1	1	-7
Cc1ccccc1C(=O)N=c1sccn1C	-2	-2	-3
CN1CCN(CCC(=O)Nc2ccccc2Cl)CC1	-8	8	-3
COc1ccc(/C=N/NC(=O)c2cccc([N+](=O)[O-])c2)cc1OC(=O)c1ccc(C)cc1	1	-7	-3
C=CCn1c(=NC(=O)c2sc3ccccc3c2Cl)sc2cc(S(N)(=O)=O)ccc21	3	-7	4
CCN1C/C(=C/c2cccc([N+](=O)[O-])c2)C(=O)/C(=C/c2cccc([N+](=O)[O-])c2)C1	4	4	4
CC(=O)c1ccc(NC(=O)Nc2cccc(Cl)c2)cc1	-6	0	-6
COc1cc(C(C#N)N2N=C(c3ccccc3)CC2c2ccccc2)ccc1O (centres undefined)	3	-5	-3

An excerpt of the results above, as a working copy:
SMILES	RAD54 inh	ARNT-TACC3 inh	PglD inh
O=C(CN1CCCCC1)N1c2ccccc2Sc2ccc(C(F)(F)F)cc21	-8	-2	-1
Cc1ccc(NC(=O)c2cnc(SCC(=O)c3ccccc3)n(C)c2=O)cc1	5	1	-3
COC(=O)C(CC(=O)c1ccc(Cl)cc1)c1ccc(C)cc1 (centres undefined)	0	-9	-2
CC(C)(C)c1nnc(NC(=O)CN2C(=O)C3C4C=CC(C4)C3C2=O)s1 (centres undefined)	-5	-5	-1

Further records follow.
SMILES	RAD54 inh	ARNT-TACC3 inh	PglD inh
O=S(=O)(Nc1cccc(-c2cn3ccsc3n2)c1)c1ccc(F)cc1	-8	-6	6
CC(C)Oc1cccc(C(=O)Nc2ccc(N3CCN(S(C)(=O)=O)CC3)cc2)c1	3	-2	-2
CCOC(=O)c1cnn(CCOC(=O)c2ccc(OC)cc2)c1NC(=O)c1ccc(OC)cc1	-12	18	0
O=C(/C(=C/c1ccccc1)n1cncn1)c1ccc(Cl)cc1Cl	-8	-6	5
COc1ccc(Nc2nc(C(F)(F)F)nc(C)c2C#N)cc1	7	-3	0
O=C(Nc1nc(-c2cccc3ccccc23)cs1)c1cnccn1	-6	5	5
CCCCS(=O)(=O)NC1=NCN(CCO)CN1	-6	-3	4
Cc1nn(CC2CCCCC2)c(N)c1-c1ccccc1	-4	0	7
O=C(Nc1nc2c(s1)CCCC2)c1ccc(S(=O)(=O)N2CCCc3ccccc32)cc1	2	0	-2
Nc1ncnc(Nc2ccc(F)cc2)n1	2	-2	1
COc1cccc(NC(=O)Cn2cc(C#N)c3ccccc32)c1	-5	-2	2
CC1CCN(S(=O)(=O)c2cccc(-c3nnc(-c4cccnc4)o3)c2)CC1	0	3	-3
COc1cccc(/C=N/n2cnnc2)c1OCc1ccccc1	-15	-4	-1
CNc1nnc(-c2cccc(N(C)C)c2)s1	4	1	3
Clc1ccc(CSc2nnc(/C=C/c3ccccc3)o2)c(Cl)c1	-2	-1	-141
O=c1cc([O-])[n+]2c3n1CCCN3CCC2	-3	-3	-8
O=C(O)C1CCCCC1C(=O)NCc1ccc(F)cc1 (centres undefined)	-1	-5	-5
CCCCN(CCCC)C(=S)NC(=O)C(C)(C)C	-8	0	0
CCS(=O)(=O)N1Cc2ccccc2CC1C(=O)Nc1nc2ccccc2s1 (centres undefined)	0	11	5
CC(C)CC(=O)Nc1ccc(Oc2ccc(NC(=O)CC(C)C)cc2)cc1	1	-5	3
CC(Cl)C(=O)NC(=O)NC12CC3CC(CC(C3)C1)C2 (centres undefined)	2	-3	7
O=C(Nc1nncs1)c1ccccc1Br	-1	-2	5
CC(C)c1ccc(-c2nnc(N)s2)cc1	21	-4	8
Nc1cc(Cl)ccc1C(=O)OCC(=O)NC(=O)NCc1ccccc1	8	-22	1
CC1CN(C2CCN(C(=O)c3cccc(Cl)c3)CC2)CC(C)O1 (centres undefined)	8	-5	-4
SMILES	RAD54 inh	ARNT-TACC3 inh	PglD inh
Cc1ccc(NC(=O)c2ccc(NS(=O)(=O)c3c(C)noc3C)cc2)cc1C	4	-2	-2
O=c1cc(CSc2nc3ccccc3c(=O)[nH]2)c2ccc(O)cc2o1	-4	2	3
COc1ccc(N)c2c1C(=O)c1ccccc1C2=O	32	40	11
Nn1c(SCc2cccc(C(F)(F)F)c2)nnc1-c1ccco1	2	-5	-5
O=C1N(CCCCN2C(=O)C3(OCCO3)c3ccccc32)c2ccccc2C12OCCO2	-5	5	-8
Cc1cccc(NC(=O)CCC(=O)N/N=C/c2cc([N+](=O)[O-])ccc2O)c1	0	-6	-2
CCOC(=O)c1c(C=O)c(C)n(Cc2ccccc2)c1C	-4	0	5
Cc1ccccc1Nc1nc(N)nc(COC(=O)CC2CC3CCC2C3)n1 (centres undefined)	0	0	5
Cc1ccc(C2CN(c3ccccc3)CC2C(=O)c2ccc(F)cc2)cc1 (centres undefined)	4	26	1
CNc1nc2[nH]c(=O)c3c(c2s1)OC(N)=C(C#N)C3c1ccccc1 (centres undefined)	-5	-15	-2
O=C(N/N=C/c1coc2ccccc2c1=O)c1ccccc1Br	5	-12	4
Cc1ccc(CNC(=O)CSc2nc(=O)n3ccccc3n2)cc1	-6	-4	0
N=c1n(CC(=O)c2ccc([N+](=O)[O-])cc2)c2ccccc2n1Cc1ccccc1	-5	-8	6
O=C(CN1N=C(c2ccccc2)CCC1=O)NCCN1CCc2ccccc2C1	10	4	0
Cc1c(NC(=O)NC(C)N2C(=O)C3C4C=CC(C4)C3C2=O)c(=O)n(-c2ccccc2)n1C (centres undefined)	0	-2	2
CCN(CC)S(=O)(=O)c1cc(NC(=O)C(C)N(C)CC(=O)Nc2c(C)cccc2C)ccc1C (centres undefined)	-12	-1	-1
CCOC(=O)N1N=C(CC)CC1(O)C(F)(F)F (centres undefined)	-9	1	2
O=C(OCc1nc2ccccc2s1)C1CCN(C2=NS(=O)(=O)c3ccccc32)CC1	1	-6	-3
Cc1nnc2sc(SCc3ccc(Cl)cc3)nn2c1=O	7	0	-5
COC(=O)c1nnn(-c2nonc2N)c1CSc1nc2ccccc2s1	6	-3	-2
Cc1ccc(-c2cc(C(=O)OCn3nnc4ccccc4c3=O)c3ccccc3n2)cc1	6	-2	-2
N#Cc1ccccc1NC(=O)CNc1ccc(Cl)c(C(F)(F)F)c1	-3	-2	3
Cc1ccc(OCC(=O)n2nc(C)cc2C)c(C)c1	-4	1	1
COc1ccc(NC(=O)c2ccco2)c([N+](=O)[O-])c1	5	34	-2
CC1Cc2ccccc2N1C(=O)CNCCCN(C)C (centres undefined)	-2	1	-6

The last 3 records of the part before are carried over, then new ones follow:
SMILES	RAD54 inh	ARNT-TACC3 inh	PglD inh
Cc1ccc(OCC(=O)n2nc(C)cc2C)c(C)c1	-4	1	1
COc1ccc(NC(=O)c2ccco2)c([N+](=O)[O-])c1	5	34	-2
CC1Cc2ccccc2N1C(=O)CNCCCN(C)C (centres undefined)	-2	1	-6
O=C1S/C(=C/c2ccccc2)C(=O)N1CC(O)Cn1c2ccccc2c2ccccc21 (centres undefined)	11	2	5
COc1ccc(NC(=O)/C=C/c2cccc(F)c2)cn1	-5	-2	-10
Cc1ccc(N(CC(=O)Nc2cccc(C)c2)S(=O)(=O)c2cccc3nonc23)cc1	5	-10	1
CCc1c(C(=O)OC)nnc2cc(C)nn12	-1	0	-1
CC(=O)Nc1ccc(S(=O)(=O)NNC(=O)COc2cccc3ccccc23)cc1	-4	-4	0
Cc1ccc(-c2nn(CC(=O)NCc3cc(-c4nn(C)c(=O)c5ccccc45)ccc3C)c(=O)c3ccccc23)cc1	5	1	0
COc1ccc(Oc2ccc(N/C=C3\CCCC3=O)cc2)cc1	-1	2	4
Cc1cc(C(=O)OCC(=O)N2CC(=O)Nc3ccccc32)c(C)n1-c1ccccc1	7	9	2
Cc1nc(SCC(=O)Nc2ccccc2)c2oc3ccccc3c2n1	-4	-2	-3
COc1ccc(OC)c(N(CC(=O)NC2CC2)S(=O)(=O)c2ccc(C)cc2)c1	1	0	-6
CC(C)(C)NC(=O)NC(=O)COC(=O)c1ccc(OC(F)F)cc1	-16	-1	-8
COc1ccccc1CN1C(=O)c2cccc3cccc(c23)C1=O	-12	-3	3
CCC(C)NC(=O)Cc1cn(C)c2ccccc12 (centres undefined)	5	3	2
O=C(O)c1ccc(NC(=S)NC2CCCCC2)cc1	1	-23	2
Cc1ccc(NC(=O)CSc2nnc(CNC(=O)C34CC5CC(CC(C5)C3)C4)n2-c2ccc(F)cc2)cc1	2	35	7
c1cncc(Cc2cc3ccccc3[nH]2)c1	4	0	-2
Cc1cccc(N2CN(Cc3cccnc3)CNC2=S)c1C	3	-2	-3

Looked up by compound from above, seven records:
SMILES	RAD54 inh	ARNT-TACC3 inh	PglD inh
Cc1ccc(OCC(=O)n2nc(C)cc2C)c(C)c1	-4	1	1
CN1CCN(CCC(=O)Nc2ccccc2Cl)CC1	-8	8	-3
CCc1nnc(NC(=O)[C@@H](NC(=O)c2cccc(S(=O)(=O)N(CC)CC)c2)C(C)C)s1	-3	-3	1
Cc1ccc(NC(=O)CSc2nnc(CNC(=O)C34CC5CC(CC(C5)C3)C4)n2-c2ccc(F)cc2)cc1	2	35	7
COC(=O)C(CC(=O)c1ccc(Cl)cc1)c1ccc(C)cc1 (centres undefined)	0	-9	-2
COc1ccc(NC(=O)/C=C/c2cccc(F)c2)cn1	-5	-2	-10
O=[N+]([O-])c1ccc(-c2csc(N3CCc4ccccc4C3)n2)cc1	0	-5	-2

The list is partial; rates above refer to the full screens.
